UBC13 polyUb = human UBC13 polyubiquitination inhibition; P61088; AID 485273; UBC13 polyubiquitin chain formation, TR-FRET; 330,000 compounds, 0.47% hits; inhibition, % at 20 µM; in the data active = inhibition above about 45%, passing the limit was not always enough
Target sequence (P61088 whole entry, looked up): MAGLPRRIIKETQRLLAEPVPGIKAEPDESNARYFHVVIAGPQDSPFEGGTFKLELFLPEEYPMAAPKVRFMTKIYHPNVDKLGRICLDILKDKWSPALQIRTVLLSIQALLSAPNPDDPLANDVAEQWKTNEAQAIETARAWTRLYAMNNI
SENP8 block-1 = inhibitors of human SENP8 protease | 330,000 compounds, 1.2% hits | inhibition, % at 10 µM | AID 2540 | Q96LD8 | purified SENP8, Z-RLRGG-aminoluciferin cleavage, luminescence; in the data active = inhibition above about 50%
Target sequence (Q96LD8 whole entry, looked up): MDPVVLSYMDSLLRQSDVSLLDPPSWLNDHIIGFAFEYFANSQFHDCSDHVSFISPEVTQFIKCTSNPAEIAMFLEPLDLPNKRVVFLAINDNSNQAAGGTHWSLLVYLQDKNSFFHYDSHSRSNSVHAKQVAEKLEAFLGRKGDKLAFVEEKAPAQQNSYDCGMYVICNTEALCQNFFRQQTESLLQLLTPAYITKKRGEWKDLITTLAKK
SENP8 block-2 = SENP8 (human) protease inhibition; Q96LD8; recombinant SENP8, Nedd8 substrate fluorescence; inhibition, % at 20 µM; 360,000 compounds, 0.64% hits; AID 602440; in the data active = inhibition mostly above about 40%, no sharp cut-off; inactive = mostly below about 27%
beta cell repl = inducers of beta-cell replication in MIN6 cells; MIN6 cells proliferation, ATPlite luminescence, 48 h; cells starved in 0.2% serum; 100% = growth in 10% serum; proliferation, % at 10 µM; 330,000 compounds, 0.29% hits;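 active = compounds whose signal lies at least 3.5 SD above the mean of all wells on their plate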;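 also: 0% = DMSO-treated cells in low-serum medium and 100% = 10% serum control; some compounds called inactive have numbers as strong as hits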
SENP7 block = SENP7 protease inhibition | Q9BQF6 | recombinant SENP7, Z-RLRGG-aminoluciferin luminescence, 40 min | inhibition, % at 5 µM | 330,000 compounds, 1.5% hits;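 active = inhibition above about 50% at the single test dose, limit read from the data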;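 also: plate controls were DMSO with enzyme for no effect and no enzyme buffer wells for full effect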
SENP1 inh = SENP1 (human) catalytic domain inhibition; AID 624204; 360,000 compounds, 0.21% hits; recombinant SENP1 catalytic domain, CyPet-SUMO1-YPet FRET cleavage; inhibition, % at 10 µM; Q9P0U3;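 active = inhibition at least 30% at 10 µM, raw YFP signal under a set limit, fluorescence ratio 0.5 to 1.5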;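 also: 0% = enzyme with DMSO and 100% = no enzyme wells; some results filed as inactive read as strong as hits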
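Test system: recombinant human SENP1 catalytic domain, His6-tagged / Medium: pH 8 Tris buffer with EDTA, NaCl, BME, BSA, NP40, catalase / Also added: SUMO1 FRET substrate flanked by Cypet and Ypet, 25 nM / Times: 50 min reaction at room temperature / Signal: FRET, CFP and YFP emission / Control set: no-enzyme low control and enzyme-plus-DMSO high control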
SENP6 block = blocks the human protease SENP6; inhibition, % at 10 µM; Recombinant SENP6 catalytic domain, aminoluciferin luminescence; Q9GZR1; 330,000 compounds, 1.8% hits;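 active = inhibition above about 50% at the single tested dose, limit read from the data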;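 also: plate controls were DMSO wells with enzyme for no effect and DMSO wells lacking enzyme for full effect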
Target sequence (Q9GZR1 628-1112 limits assumed): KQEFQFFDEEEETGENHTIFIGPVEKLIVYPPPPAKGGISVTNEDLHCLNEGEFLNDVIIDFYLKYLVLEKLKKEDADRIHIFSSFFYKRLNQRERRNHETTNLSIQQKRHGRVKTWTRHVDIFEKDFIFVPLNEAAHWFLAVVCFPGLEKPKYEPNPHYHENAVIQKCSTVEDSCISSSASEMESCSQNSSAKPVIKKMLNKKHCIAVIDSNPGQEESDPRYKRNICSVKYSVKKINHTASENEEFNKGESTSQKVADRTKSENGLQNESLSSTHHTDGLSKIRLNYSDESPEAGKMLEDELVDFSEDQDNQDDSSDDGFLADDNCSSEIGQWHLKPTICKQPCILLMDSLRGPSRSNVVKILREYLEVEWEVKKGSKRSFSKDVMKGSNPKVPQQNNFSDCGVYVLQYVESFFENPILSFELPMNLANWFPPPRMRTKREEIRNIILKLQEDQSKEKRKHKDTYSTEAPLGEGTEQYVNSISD
HKDC1 inhibitor = HKDC1 (human) hexokinase inhibition. 340,000 compounds, 0.16% hits. inhibition, % at 20 µM. recombinant HKDC1, G6PDH/diaphorase resazurin coupled fluorescence. Q2TB90;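 active = inhibition above about 35% when tested at 20 µM, limit read from the data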;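 also: plate controls were DMSO wells with enzyme for no effect and DMSO wells lacking enzyme for full effect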
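Assay system: in-house recombinant HK5 (HKDC1) enzyme. Input: HKDC1 at 5 µg/mL. Medium: Tris pH 8.0 buffer with MgCl2, Tween-20, BSA, BME. Dosing: single 20 µM dose. Schedule: 90 min reaction incubation at room temperature, dark. Signal: resazurin-to-resorufin fluorescence via G6PDH and diaphorase coupling, 525/613 nm. Controls: DMSO-enzyme wells negative, buffer-substituted wells positive.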
PfG6PD inh = PfG6PD (Plasmodium falciparum) enzyme inhibition; PfGluPho enzyme, NADPH resazurin-diaphorase fluorescence; 350,000 compounds, 0.78% hits; AID 504690; inhibition, % at 20 µM;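 active = inhibition reaching at least a set limit at 20 µM in the primary screen, cut at about 59% in these data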;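 also: 0% = DMSO wells with substrate and 100% = DMSO wells lacking glucose-6-phosphate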
Numbers without * were called inactive.

Screening CCN(CC)P(=O)(Nc1ccc(Br)cc1)c1c(C)nn(CCC#N)c1NC(=O)c1ccc(Cl)cc1 (stereo not drawn) returned UBC13 polyUb -6, SENP8 block-1 6, SENP8 block-2 8, beta cell repl -4, SENP7 block 10, SENP1 inh 1, SENP6 block 16, HKDC1 inhibitor 2 and PfG6PD inh 11.
`Cn1c(=O)n(Cc2ccccc2)c(=O)c2c1nc1n2CCS1` gave UBC13 polyUb 4, SENP8 block-1 -5, SENP8 block-2 8, beta cell repl 2, SENP7 block -2, SENP1 inh 1, SENP6 block -11, HKDC1 inhibitor 0 and PfG6PD inh -8.
O=C(c1ccccc1-c1ccccc1)N1CCN(c2ccccn2)CC1 was read as UBC13 polyUb 9, SENP8 block-1 1, SENP8 block-2 13, beta cell repl -4, SENP7 block 1, SENP1 inh 1, SENP6 block -24, HKDC1 inhibitor -2 and PfG6PD inh -14.
Screening O=C(NCc1ccccc1)C(c1ccccc1)N(C(=O)c1csnn1)C1CC1 (stereo not drawn) returned UBC13 polyUb 0, SENP8 block-1 -8, SENP8 block-2 8, beta cell repl -2, SENP7 block 4, SENP1 inh 1, SENP6 block 4, HKDC1 inhibitor 0 and PfG6PD inh -11.
`COc1cc(C(=O)NCCc2cn3ccc(C)cc3n2)cc(OC)c1OC` gave UBC13 polyUb 5, SENP8 block-1 12, SENP8 block-2 -34, beta cell repl -4, SENP7 block -9, SENP1 inh -1, SENP6 block -2, HKDC1 inhibitor 23 and PfG6PD inh 26.
Screening O=C(NC(Cc1ccccc1)C(=O)O)/C(=C/c1cccc(Br)c1)NC(=O)c1ccco1 (stereo not drawn) returned UBC13 polyUb 2, SENP8 block-1 4, SENP8 block-2 -44, beta cell repl -5, SENP7 block 3, SENP1 inh -22, SENP6 block -4, HKDC1 inhibitor 1 and PfG6PD inh -10.
For COc1cccc(CNc2ccc(F)c(Cl)c2)c1OC the results were UBC13 polyUb 6, SENP8 block-1 -2, SENP8 block-2 12, beta cell repl -1, SENP7 block -7, SENP1 inh 1, SENP6 block -3, HKDC1 inhibitor 17 and PfG6PD inh 17.
O=[N+]([O-])c1cccc(-c2noc(COc3ccccc3)n2)c1 was read as UBC13 polyUb -2, SENP8 block-1 -7, SENP8 block-2 9, beta cell repl -2, SENP7 block -2, SENP1 inh 2, SENP6 block 0, HKDC1 inhibitor -8 and PfG6PD inh -4.
O=C(CN1C2CCCC1CC(NC(=O)C1CCCCC1)C2)Nc1ccccc1C(F)(F)F (stereo not drawn) was read as UBC13 polyUb 9, SENP8 block-1 -10, SENP8 block-2 1, beta cell repl -3, SENP7 block -10, SENP1 inh 4, SENP6 block -39, HKDC1 inhibitor -6 and PfG6PD inh 11.
CN1CCN(C(CNS(=O)(=O)c2cccs2)c2cccnc2)CC1 (stereo not drawn) was read as UBC13 polyUb 4, SENP8 block-1 0, SENP8 block-2 8, beta cell repl -2, SENP7 block -6, SENP1 inh -1, SENP6 block -2, HKDC1 inhibitor 1 and PfG6PD inh -7.
COc1ccc(N(C(=O)c2ccco2)C(C(=O)NC2CCCC2)c2ccccc2)cc1 (stereo not drawn) was read as UBC13 polyUb -5, SENP8 block-1 5, SENP8 block-2 3, beta cell repl 0, SENP7 block 2, SENP1 inh 0, SENP6 block -13, HKDC1 inhibitor -4 and PfG6PD inh 24.
`CN1CCN(/N=C/c2ccc(N(C)c3ccccc3)cc2)CC1` gave UBC13 polyUb -4, SENP8 block-1 -13, SENP8 block-2 -6, beta cell repl -4, SENP7 block -5, SENP1 inh -2, SENP6 block -16, HKDC1 inhibitor -4 and PfG6PD inh -18.
O=C(CSc1nnc(NC(=O)c2ccc(F)cc2)s1)NCc1ccco1 was read as UBC13 polyUb 2, SENP8 block-1 26, SENP8 block-2 -48, beta cell repl -7, SENP7 block 45, SENP1 inh 0, SENP6 block 47, HKDC1 inhibitor 3 and PfG6PD inh 20.
For CC(OC(=O)CN1C(=O)NC2(CCCC2)C1=O)C(=O)c1ccc(C(C)(C)C)cc1 (stereo not drawn) the results were UBC13 polyUb 0, SENP8 block-1 -3, SENP8 block-2 14, beta cell repl -1, SENP7 block -3, SENP1 inh 1, SENP6 block 5, HKDC1 inhibitor -2 and PfG6PD inh 4.
O=C(Cc1ccc(Cl)c(Cl)c1)Nc1cccnc1 was read as UBC13 polyUb 7, SENP8 block-1 -1, SENP8 block-2 6, beta cell repl 0, SENP7 block -8, SENP1 inh 0, SENP6 block -9, HKDC1 inhibitor -6 and PfG6PD inh 6.
CCOC(=O)c1csc(NC(=O)CSc2nnnn2-c2ccc3c(c2)OCCO3)n1 was read as UBC13 polyUb -6, SENP8 block-1 -2, SENP8 block-2 32, beta cell repl -2, SENP7 block 4, SENP1 inh 3, SENP6 block -12, HKDC1 inhibitor 4 and PfG6PD inh -35.
Screening CC(C)N(C(=S)Nc1ccc(S(=O)(=O)N2CCOCC2)cc1)c1ccccc1 returned UBC13 polyUb -5, SENP8 block-1 -3, SENP8 block-2 -8, beta cell repl -2, SENP7 block -5, SENP1 inh -2, SENP6 block -9, HKDC1 inhibitor -4 and PfG6PD inh 23.
O=C1CSC(c2ccccc2)N1c1ccc([N+](=O)[O-])cc1 (stereo not drawn) was read as UBC13 polyUb -6, SENP8 block-1 -12, SENP8 block-2 12, beta cell repl -2, SENP7 block 14, SENP1 inh 3, SENP6 block -7, HKDC1 inhibitor -4 and PfG6PD inh 0.
Cc1ccccc1N1Cc2ccccc2C1 was read as UBC13 polyUb 20, SENP8 block-1 -6, SENP8 block-2 28, beta cell repl 2, SENP7 block 4, SENP1 inh 0, SENP6 block -3, HKDC1 inhibitor -6 and PfG6PD inh 4.
`Cc1ccc2c(c1C)-c1c(ccc(C)c1C)C(=O)C2=O` gave SENP8 block-2 -19, SENP1 inh 3, HKDC1 inhibitor 38* and PfG6PD inh 40.
O=C(O)c1ccc(SCc2cnc(Cl)s2)cc1 was read as UBC13 polyUb -5, SENP8 block-1 -15, SENP8 block-2 11, beta cell repl -1, SENP7 block 7, SENP1 inh 1, SENP6 block -21, HKDC1 inhibitor 1 and PfG6PD inh -29.
Screening Cc1cccn2c(=O)nc(SCC(=O)N3CCC(Cc4ccccc4)CC3)nc12 returned UBC13 polyUb 0, SENP8 block-1 5, SENP8 block-2 -228, beta cell repl 6, SENP7 block 6, SENP1 inh 2, SENP6 block -10, HKDC1 inhibitor 17 and PfG6PD inh 12.
Screening CS(=O)(=O)CCSc1ncccc1C(=O)NCc1cccs1 returned UBC13 polyUb -10, SENP8 block-1 -6, SENP8 block-2 24, beta cell repl -1, SENP7 block -4, SENP1 inh 1, SENP6 block -20, HKDC1 inhibitor -2 and PfG6PD inh 7.
COCCNC(=S)N1CCN(c2cccc(C)c2C)CC1 was read as UBC13 polyUb 6, SENP8 block-1 9, SENP8 block-2 7, beta cell repl -3, SENP7 block 1, SENP1 inh 1, SENP6 block -30, HKDC1 inhibitor -6 and PfG6PD inh 9.
CCCn1nc(C(=O)OCC(=O)c2ccccc2)c2ccccc2c1=O was read as UBC13 polyUb 26, SENP8 block-1 -6, SENP8 block-2 8, beta cell repl 1, SENP7 block 5, SENP1 inh 1, SENP6 block -4, HKDC1 inhibitor -3 and PfG6PD inh -7.
Screening COc1cccc(C(=O)Nc2sc3c(c2C(=O)O)CCCC3)c1 returned UBC13 polyUb 1, SENP8 block-1 84*, SENP8 block-2 -124, beta cell repl -5, SENP7 block 22, SENP1 inh -1, SENP6 block 89*, HKDC1 inhibitor 7 and PfG6PD inh 88*.
Screening CC(=O)c1ccc(N(CC(=O)NC2CCCCC2)C(=O)CNC(=O)c2ccco2)cc1 returned UBC13 polyUb 0, SENP8 block-1 1, SENP8 block-2 8, beta cell repl 0, SENP7 block 2, SENP1 inh 3, SENP6 block -6, HKDC1 inhibitor -1 and PfG6PD inh -9.
O=C(Nc1ccccc1N1CCOCC1)C1CCN(S(=O)(=O)c2cccc(C(F)(F)F)c2)CC1 was read as UBC13 polyUb 1, SENP8 block-1 -5, SENP8 block-2 38, beta cell repl 0, SENP7 block 9, SENP1 inh 2, SENP6 block 14, HKDC1 inhibitor 3 and PfG6PD inh -1.
For O=C(c1ccc(Br)o1)N1CC=C(c2ccccc2)CC1 the results were UBC13 polyUb -3, SENP8 block-1 -18, SENP8 block-2 15, beta cell repl -3, SENP7 block -4, SENP1 inh -8, SENP6 block -14, HKDC1 inhibitor 1 and PfG6PD inh -12.
COc1ccc(CN2CCC(n3nccc3NC(=O)CCOc3ccccc3)CC2)cc1C was read as UBC13 polyUb 14, SENP8 block-1 -1, SENP8 block-2 0, beta cell repl -5, SENP7 block -7, SENP1 inh -1, SENP6 block -19, HKDC1 inhibitor 4 and PfG6PD inh 9.
Screening Cc1cccc(NC(=O)C(=O)NCCCN2CCOCC2)c1 returned UBC13 polyUb -3, SENP8 block-1 -7, SENP8 block-2 -2, beta cell repl -1, SENP7 block 9, SENP1 inh 1, SENP6 block -14, HKDC1 inhibitor -4 and PfG6PD inh -4.
CCOC(=O)N1C(=O)NC(=O)C1c1ccc(Cl)cc1 (stereo not drawn) was read as SENP8 block-2 2, SENP1 inh 2, HKDC1 inhibitor -3 and PfG6PD inh -3.

Compound activity as filed in PubChem.
